Screening data (PubChem)
NR2E3 ag-1 = agonists of human NR2E3 nuclear receptor | CHO-S Gal4-NCOR/VP16-NR2E3 two-hybrid, luciferase | inhibition of corepressor binding, % at 3.98 µM | AID 602229 | actives 0.35% (n = 360,000) | Q9Y5X4;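 active = inhibition above the mean of all tested compounds plus 3 SD, cut at about 70% in these data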;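 note: 0% = DMSO with NR2E3 transfected cells and 100% = cells lacking NR2E3 construct; higher means lower luciferase signal from less NR2E3 corepressor binding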
HIF-2a block = inhibitors of HIF-2a; 786-0 RCC cells HIF-2a reporter, luciferase luminescence, overnight; inhibition, % at 18.8 µM; actives 0.72% (n = 360,000); AID 624352;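 active = inhibition of the luminescence signal of 40% or more relative to plate controls, in a single-dose primary screen at 18.75 µM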
KKLEB cytotox = CF airway cell cytotoxicity counter-screen; KKLEB CF airway cells viability, ATPlite luminescence, overnight; stronger effect = lower value; cells stimulated with P. aeruginosa culture filtrate; actives 0.36% (n = 360,000); activity change (cytotoxicity), % at 5 µM; AID 602141;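 active = corrected activity change at or below -50% at 5 µM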
CaV13 ICDI inh = Disruptors of the CACNA1D IQ motif to Ca2+-dependent inactivation inhibitor domain association, primary screening, Förster resonance energy transfer in intact living …. AID 743397. actives 0.098% (n = 340,000). inhibition, % at 12.3 µM. HEK cells, CFP/YFP FRET ICDI-IQ, plate reader, 10 min; percent FRET-ratio fall versus neutral wells;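 active = mean replicate inhibition of at least 30% and at least 1% of replicates passing that level; inconclusive = only one of the two criteria is met; inactive = neither criterion is met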;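 note: 0% = median of the neutral control wells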
Vif inh = HIV Vif inhibition; HEK293T cells, Vif self-association by quenched fluorescence, imaging, 24 h; inhibition, % at 7.49 µM; actives 0.35% (n = 340,000); AID 602346; in the data active = inhibition above about 50%, passing the limit was not always enough; inconclusive = no clear call, values can overlap the other calls; inactive = below about 31%; note: some results filed as inactive read as strong as hits
TRPM1 prom inh = reduces MITF-dependent TRPM1 promoter luciferase signal; SK-MEL-5 TRPM1 promoter luciferase, 24 h; inhibition, % at 12.5 µM; actives 0.83% (n = 330,000); AID 488899;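 active = mean inhibition across replicates of 60% or more, whatever share of single replicates reaches that level; inconclusive = some that reach 60%, reason not given; inactive = mean inhibition across replicates below 60%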; note: values of inactives mirror those of a sister screen read the other way
Peg3 prom inh = reduces Peg3 promoter-driven luciferase expression in HeLa; HeLa PEG-Prom luciferase reporter, luminescence, overnight; inhibition, % at 20 µM; actives 1.7% (n = 360,000); AID 588405;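 active = inhibition of at least 50% at 20 µM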
NR2E3 ag-2 = activates human photoreceptor nuclear receptor NR2E3; actives 0.12% (n = 320,000); GST-NR2E3/biotin-RetCOR TR-FRET, 1536-well; Q9Y5X4; inhibition of corepressor binding, % at 4.78 µM; AID 2300;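 active = percent inhibition above the cutoff of mean plus 3 SD of all tested compounds, set per screening campaign, cut at about 20% in these data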;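 note: 0% = DMSO wells and 100% = biotin wells as full block of FRET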
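System: GST-tagged NR2E3 plus biotinylated RetCOR corepressor; Amount: 1.35 nM GST-tagged NR2E3 final; Dosing: single nominal compound dose of 4.8 µM; Schedule: 5 h incubation at 4 °C; Technique: TR-FRET with europium anti-GST and streptavidin-D2, 340 nm excitation; Controls: biotin wells as high control, 0.6% DMSO wells as low control.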
PDI turbidity = inhibitors of human protein disulfide isomerase; P07237; actives 0.052% (n = 350,000); AID 588391; PDI insulin aggregation turbidity, A650, 90 min; inhibition, % at 10 µM;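 active = mean inhibition across replicates of 30% or more, whatever share of single replicates reach that level; inconclusive = mean inhibition below 30% while every single replicate reaches 30%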;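 note: absorbance from insulin aggregation driven by PDI reduction with DTT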
CF NFkB inh = cystic fibrosis NF-kB activation inhibition. AID 588850. inhibition, % at 5 µM. KKLEB NF-kB-GFP reporter, PAF-induced, GFP fluorescence overnight. actives 0.86% (n = 360,000);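 active = at least 50% inhibition at 5 µM, scaled per plate between neutral and stimulator controls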;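 note: PAF is a Pseudomonas aeruginosa culture filtrate used as stimulus; plate controls were PAF-stimulated DMSO wells for no effect and unstimulated DMSO wells for full effect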
Shn3 inh set2 = reduces Shn3 3'UTR luciferase signal in osteoblasts; Clone20 osteoblast Shn3 3'UTR firefly luciferase, 24 h; inhibition, % at 12.5 µM; actives 0.52% (n = 360,000);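 active = mean inhibition of at least 75% with every replicate also reaching 75%; inconclusive = mean inhibition at least 75% but some replicate below; inactive = mean inhibition below 75%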;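 note: 0% = median of neutral control wells and 100% = pilot-screen positive control compound; some compounds past the cut are filed as inactive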
Starred values were filed as active, the others as inactive.

C[C@H]1CN=C(Nc2ccccc2)N1CCCC1CCCCC1 was read as NR2E3 ag-1 -12, HIF-2a block 9, KKLEB cytotox 5, CaV13 ICDI inh -10, Vif inh 1, TRPM1 prom inh -1, Peg3 prom inh 11, NR2E3 ag-2 -1, PDI turbidity -1, CF NFkB inh 3 and Shn3 inh set2 25.
O=C(c1ccc(CS(=O)Cc2ccccc2Cl)o1)N1CCN(C2CCCCC2)CC1 (configuration not stated) was read as NR2E3 ag-1 -2, HIF-2a block 4, KKLEB cytotox 7, CaV13 ICDI inh -7, Vif inh 12, TRPM1 prom inh -7, Peg3 prom inh 23, NR2E3 ag-2 1, PDI turbidity -4, CF NFkB inh 8 and Shn3 inh set2 0.
O=C(NNc1cccc(Cl)n1)c1ccc(Cl)nc1 was read as NR2E3 ag-1 4, HIF-2a block -15, KKLEB cytotox 3, CaV13 ICDI inh 2, Vif inh 25, TRPM1 prom inh -12, Peg3 prom inh -10, NR2E3 ag-2 -2, PDI turbidity 13, CF NFkB inh 0 and Shn3 inh set2 -17.
Screening CCCCN(CCCC)/C(N)=N/c1nc(C)cc(C)n1 returned NR2E3 ag-1 10, HIF-2a block 15, KKLEB cytotox -1, CaV13 ICDI inh -7, Vif inh -6, TRPM1 prom inh 1, Peg3 prom inh -3, NR2E3 ag-2 2, PDI turbidity 7, CF NFkB inh -8 and Shn3 inh set2 57.
CC1CC(C)(C)NC(=O)O1 (configuration not stated) was read as NR2E3 ag-1 -6, HIF-2a block 8, KKLEB cytotox -2, CaV13 ICDI inh -5, TRPM1 prom inh 7, Peg3 prom inh 7, NR2E3 ag-2 -2, PDI turbidity -9, CF NFkB inh 18 and Shn3 inh set2 4.
Screening O=C(CCCC(=O)N1CCCC1)N1CCCC1 returned NR2E3 ag-1 -57, HIF-2a block 3, KKLEB cytotox 4, CaV13 ICDI inh -3, Vif inh -2, TRPM1 prom inh 8, Peg3 prom inh -331, NR2E3 ag-2 -1, PDI turbidity 2, CF NFkB inh -2 and Shn3 inh set2 -3.
Screening O=S(=O)(NC1CCCC1)c1cccc(S(=O)(=O)N2CCC(n3nnc4ccccc43)CC2)c1 returned NR2E3 ag-1 0, HIF-2a block 22, KKLEB cytotox -13, CaV13 ICDI inh -5, Vif inh -8, TRPM1 prom inh -4, Peg3 prom inh 26, NR2E3 ag-2 3, PDI turbidity 0, CF NFkB inh -1 and Shn3 inh set2 18.
CCN1CCN(C(c2cccc(OC)c2)c2sc3nc(C)nn3c2O)CC1 (configuration not stated) was read as NR2E3 ag-1 5, HIF-2a block 11, KKLEB cytotox 9, CaV13 ICDI inh -5, Vif inh -4, TRPM1 prom inh 1, Peg3 prom inh 2, NR2E3 ag-2 1, PDI turbidity 6, CF NFkB inh -5 and Shn3 inh set2 3.
Screening CC(C)Oc1ccc(C2CC(=O)N(Nc3ccc([N+](=O)[O-])cc3[N+](=O)[O-])C2=O)cc1 (configuration not stated) returned NR2E3 ag-1 -9, HIF-2a block 14, KKLEB cytotox -6, CaV13 ICDI inh -20, Vif inh 1, TRPM1 prom inh 5, Peg3 prom inh 12, NR2E3 ag-2 0, PDI turbidity 4, CF NFkB inh 11 and Shn3 inh set2 14.
Cn1c(-c2ccccc2)cc2c3no[n+]([O-])c3ccc21 was read as NR2E3 ag-1 -5, HIF-2a block -190, KKLEB cytotox 2, Vif inh 61*, TRPM1 prom inh 32, Peg3 prom inh -159, NR2E3 ag-2 0, PDI turbidity -3, CF NFkB inh -76 and Shn3 inh set2 92*.
Screening Cc1cccc(CCNC(=O)C2CCC(CNS(=O)(=O)c3cccs3)CC2)c1 (configuration not stated) returned NR2E3 ag-1 11, HIF-2a block -4, KKLEB cytotox 7, CaV13 ICDI inh -13, Vif inh 1, TRPM1 prom inh 5, Peg3 prom inh 19, NR2E3 ag-2 0, PDI turbidity 12, CF NFkB inh -14 and Shn3 inh set2 17.
`CC(C)c1ccc(NC(=O)COc2ccc(F)cc2C(=O)c2cnn(-c3ccccc3)c2)cc1` gave NR2E3 ag-1 -118, HIF-2a block -220, KKLEB cytotox -3, CaV13 ICDI inh -2, Vif inh -3, TRPM1 prom inh -38, Peg3 prom inh -246, NR2E3 ag-2 -1, PDI turbidity -7, CF NFkB inh 5 and Shn3 inh set2 -19.
`O=C(COc1ccc(/C=N/NS(=O)(=O)c2ccccc2)cc1)Nc1ccc(F)cc1` gave NR2E3 ag-1 14, HIF-2a block 6, KKLEB cytotox 16, Vif inh -8, TRPM1 prom inh -1, Peg3 prom inh -4, NR2E3 ag-2 3, PDI turbidity 0, CF NFkB inh -8 and Shn3 inh set2 -3.
For O=C(c1ccccc1)C1CC1c1ccccc1 (configuration not stated) the results were NR2E3 ag-1 -26, HIF-2a block -9, KKLEB cytotox 2, CaV13 ICDI inh -6, Vif inh 5, Peg3 prom inh -25, PDI turbidity 2, CF NFkB inh 9 and Shn3 inh set2 23.
For O=C(c1ccccc1NS(=O)(=O)c1ccc(Cl)cc1)N1CCc2ccccc21 the results were NR2E3 ag-1 -11, HIF-2a block 0, KKLEB cytotox 1, CaV13 ICDI inh -3, Vif inh -10, TRPM1 prom inh 9, Peg3 prom inh -70, NR2E3 ag-2 2, PDI turbidity -25, CF NFkB inh 12 and Shn3 inh set2 -14.
Cc1nc(Nc2ccccc2Cl)sc1C(=O)Nc1ccccc1 was read as NR2E3 ag-1 -88, HIF-2a block -158, KKLEB cytotox 8, CaV13 ICDI inh -5, Vif inh -3, TRPM1 prom inh -14, Peg3 prom inh -115, NR2E3 ag-2 0, PDI turbidity 1, CF NFkB inh -36 and Shn3 inh set2 -24.
For Cc1ccc(S(=O)(=O)N2CCSCCSCCSCCSCC2)cc1 the results were NR2E3 ag-1 -27, HIF-2a block -9, KKLEB cytotox -16, CaV13 ICDI inh -9, Vif inh -3, TRPM1 prom inh -10, Peg3 prom inh 14, PDI turbidity -8, CF NFkB inh 1 and Shn3 inh set2 0.
For O=C(CS(=O)(=O)c1ccccc1)Nc1ccc(S(=O)(=O)Nc2ccccn2)cc1 the results were NR2E3 ag-1 -24, HIF-2a block 8, KKLEB cytotox 9, CaV13 ICDI inh 0, Vif inh -2, TRPM1 prom inh 2, Peg3 prom inh 2, NR2E3 ag-2 1, PDI turbidity -1, CF NFkB inh 20 and Shn3 inh set2 9.
CCCCC(O)(CCCC)C(=O)NN(C(=O)OC)c1ccccc1 was read as NR2E3 ag-1 14, HIF-2a block 10, KKLEB cytotox -6, CaV13 ICDI inh -5, Vif inh 10, TRPM1 prom inh -2, Peg3 prom inh 9, NR2E3 ag-2 1, PDI turbidity -13, CF NFkB inh 1 and Shn3 inh set2 0.
For C=CCSC1=NC(N)=C(C#N)C2(CCCCC2)C1C(N)=O (configuration not stated) the results were NR2E3 ag-1 -6, HIF-2a block 11, KKLEB cytotox -3, CaV13 ICDI inh -6, Vif inh inconclusive, TRPM1 prom inh -2, Peg3 prom inh 15, NR2E3 ag-2 1, PDI turbidity -4, CF NFkB inh 5 and Shn3 inh set2 -7.
Cc1nc([N+](=O)[O-])c(Br)n1CC(=O)c1ccc(Cl)cc1 was read as NR2E3 ag-1 3, HIF-2a block 33, KKLEB cytotox -18, TRPM1 prom inh 11, Peg3 prom inh 29, NR2E3 ag-2 5, PDI turbidity -5, CF NFkB inh 42 and Shn3 inh set2 3.
C=CCn1c(CCSCc2ccc(OC)c(C)c2)n[nH]c1=S was read as NR2E3 ag-1 6, HIF-2a block 14, KKLEB cytotox 6, CaV13 ICDI inh -14, Vif inh -16, TRPM1 prom inh -9, Peg3 prom inh 1, NR2E3 ag-2 2, PDI turbidity 0, CF NFkB inh 20 and Shn3 inh set2 -19.
CCN1CCN(c2nc3c(C)cccn3c(=O)c2/C=C(\C#N)S(=O)(=O)c2ccc(C)cc2)CC1 was read as NR2E3 ag-1 -24, HIF-2a block 20, KKLEB cytotox -7, CaV13 ICDI inh -9, TRPM1 prom inh -8, Peg3 prom inh -4, NR2E3 ag-2 2, PDI turbidity 17, CF NFkB inh 8 and Shn3 inh set2 0.
`c1ccc(-c2ccc(-c3cn4c(n3)CCC4)cc2)cc1` gave NR2E3 ag-1 -96, HIF-2a block -158, KKLEB cytotox -23, CaV13 ICDI inh -3, Vif inh -20, TRPM1 prom inh 7, Peg3 prom inh -109, NR2E3 ag-2 1, PDI turbidity -4, CF NFkB inh -17 and Shn3 inh set2 7.
`COc1ccc(C2CC(=O)c3cnc(NC(=O)c4ccco4)nc3C2)cc1` (configuration not stated) gave NR2E3 ag-1 -22, HIF-2a block 4, KKLEB cytotox 12, CaV13 ICDI inh -6, Vif inh -22, TRPM1 prom inh 1, Peg3 prom inh -8, NR2E3 ag-2 -1, PDI turbidity -4, CF NFkB inh -11 and Shn3 inh set2 14.
Cc1ccc(S(=O)(=O)N2CCCCC2)cc1NC(=O)CSc1nnnn1C was read as NR2E3 ag-1 19, HIF-2a block 13, KKLEB cytotox 0, CaV13 ICDI inh -2, Vif inh -9, TRPM1 prom inh 7, Peg3 prom inh 11, NR2E3 ag-2 0, PDI turbidity 10 and CF NFkB inh 6.
`CC(C)(C)NC(=O)C(=O)NNC(=O)c1cccc([N+](=O)[O-])c1` gave NR2E3 ag-1 -48, HIF-2a block -42, KKLEB cytotox -1, CaV13 ICDI inh -6, Vif inh 10, TRPM1 prom inh -25, Peg3 prom inh -29, NR2E3 ag-2 -1, PDI turbidity -7, CF NFkB inh 8 and Shn3 inh set2 13.
`CCn1c(SCC(=O)c2ccc(O)c(O)c2)nnc1-c1ccccc1` gave NR2E3 ag-1 -23, HIF-2a block -44, KKLEB cytotox -11, CaV13 ICDI inh -5, Vif inh 5, TRPM1 prom inh -32, Peg3 prom inh -64, NR2E3 ag-2 1, PDI turbidity 12, CF NFkB inh -8 and Shn3 inh set2 -7.
COc1ccc(-c2n[nH]c(C)c2-c2ccccc2OC)c(O)c1 was read as NR2E3 ag-1 -2, HIF-2a block -12, KKLEB cytotox 3, CaV13 ICDI inh -2, Vif inh 2, TRPM1 prom inh 3, Peg3 prom inh 27, NR2E3 ag-2 -1, PDI turbidity -7, CF NFkB inh -9 and Shn3 inh set2 39.
For Cn1c(NC(=O)c2ccccc2)nc2ccccc21 the results were NR2E3 ag-1 -89, HIF-2a block -136, KKLEB cytotox -15, CaV13 ICDI inh -12, Vif inh 0, TRPM1 prom inh -26, Peg3 prom inh -217, NR2E3 ag-2 -4, PDI turbidity -6, CF NFkB inh -2 and Shn3 inh set2 -89.
